FUS suppressor = qHTS for Suppressors of FUS Proteinopathy: Primary screen using FUS-linked yeast assay; S. cerevisiae FUS-expressing, growth rescue, OD600, 24 h; Potency, µM (top dose mostly 76.6 µM), without a hit: at the top dose growth rescue (activation), usual class: activators; 0.24% of 390,000 active;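 also: potency is read from the fitted curve at half-maximal effect; plate controls were DMSO vehicle for no effect and reference control for full effect; nearly all actives have a fitted effect of over 55% in size; some results filed as inactive show a strong effect at the top dose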
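Restored growth of FUS-toxic S. cerevisiae, read as 600 nm absorbance after 24 h at 30C in galactose medium (starting OD 0.005). Controls CP55940 and DMSO.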
DRD3 antagonist = qHTS of D3 Dopamine Receptor Antagonist: qHTS. D3R cells, DiscoveRx beta-arrestin luminescence, antagonist mode; active compounds read low. max response, negative = inhibition, %. 2.5% of 360,000 active. AID 652054, 2013; in the data active = max response below about -50%; inconclusive = no clear call, values can overlap the other calls; also: % is scaled to controls: 0 for no effect and ±100 for the full control effect; mostly tested at two doses, the higher about 12 µM
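Cells plated overnight at 1500 cells/well, then exposed to library compounds with dopamine controls for 90 minutes at 37 degrees C. DiscoveRx reagent added for 30–60 minutes at room temperature; luminescence read, quantitative HTS format.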
GLP1R ag = qHTS of GLP-1 Receptor Agonists | Glucagon-like peptide 1 receptor (Homo sapiens), P43220 | Potency, µM (highest dose often 45.6 µM), inactives show top-dose activation, actives largely listed as activators | 0.007% of 380,000 active | AID 624172, 2012 | HEK293 GLP-1R CRE-luciferase, luminescence, 4-6 h; cells express a hypersensitive GLP-1R form; also: potency is read from the fitted curve at half-maximal effect; % of control where 0% means no effect
Target sequence (P43220 whole entry, looked up): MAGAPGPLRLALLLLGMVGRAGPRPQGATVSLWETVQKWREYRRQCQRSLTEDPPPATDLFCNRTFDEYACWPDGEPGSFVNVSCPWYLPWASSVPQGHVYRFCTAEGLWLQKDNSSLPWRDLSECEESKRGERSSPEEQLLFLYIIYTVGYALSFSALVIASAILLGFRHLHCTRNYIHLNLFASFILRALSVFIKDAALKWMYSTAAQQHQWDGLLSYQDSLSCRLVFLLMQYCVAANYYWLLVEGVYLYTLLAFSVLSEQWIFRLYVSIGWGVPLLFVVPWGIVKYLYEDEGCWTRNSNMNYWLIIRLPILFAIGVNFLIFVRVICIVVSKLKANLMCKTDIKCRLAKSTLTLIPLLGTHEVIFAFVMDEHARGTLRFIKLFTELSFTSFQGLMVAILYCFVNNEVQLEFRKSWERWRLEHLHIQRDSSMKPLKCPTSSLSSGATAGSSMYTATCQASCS
aSyn rescue = qHTS of alpha-syn Inhibitors; Yeast expressing alpha-synuclein, growth rescue, BacTiter-Glo, 24 h; Potency, µM (series often up to 46.1 µM), without a hit: at the top dose growth rescue (activation), usual class: activators; 0.14% of 370,000 active; also: potency is read from the fitted curve at half-maximal effect; % of control where 0% means no effect; nearly all actives have a fitted effect of over 65% in size
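Screening used galactose-induced yeast with toxic alpha-synuclein levels, exposed to compound for 24 hr at 30 deg C. Cell growth, read with BacTiter-Glo luminescence, gave the measured signal.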
pAkt inh = HTS Assay for Inhibitors of Akt Phophorylation: Primary Screen; Neuro2A IGF-stimulated pAkt S473 HTRF, 20 min; active compounds read low; 0.32% of 360,000 active; activity change, % for hits at 50 µM; in the data active = activity change below about -80%; inconclusive = mostly about -51% to -80%; also: % is scaled to controls: 0 for no effect and ±100 for the full control effect
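Neuro2A cells (4,500/well, DMEM with 0.5% FBS) were treated with compound at a single 50 µM final concentration, stimulated with 6 nM IGF for 20 min at 37 °C, and lysed. Phospho-Akt Ser473 was read by HTRF as 665/615 ratio ×10^4.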
Abeta rescue = qHTS for compounds that reverse cellular toxicity of Amyloid beta (A-beta) peptide in yeast: Primary Screen; yeast expressing A-beta42, growth rescue, OD600, 48 h; response scale: 0% DMSO, 100% iron-clioquinol control; Potency, µM (top dose mostly 46.1 µM), without a hit: at the top dose growth rescue, usual class: activators; 0.063% of 410,000 active; AID 1347071, 2019; also: potency is read from the fitted curve at half-maximal effect; nearly all actives have a fitted effect of over 55% in size
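Growth rescue measured by 600 nm absorbance after 48 h yeast culture at 30 C with compound. Values normalized between DMSO and an equimolar ferric chloride plus clioquinol control.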
GLP1R inv ag = qHTS of GLP-1 Receptor Inverse Agonists (Inhibition Mode). Glucagon-like peptide 1 receptor (Homo sapiens), P43220. 1.6% of 410,000 active. AID 624417, 2012. Potency, µM (top dose mostly 38.3 µM), without a hit: at the top dose activity change, negative = inhibition, usual class: inhibitors. HEK293 GLP-1R CRE-luciferase, luminescence, 24 h; GLP-1R form is constitutively active; also: potency is read from the fitted curve at half-maximal effect; % is scaled to controls: 0 for no effect and ±100 for the full control effect; nearly all actives have a fitted effect of over 55% in size
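Assay principle: reduced luminescence from a cAMP-responsive reporter in HEK293 cells co-expressing a constitutively active GLP-1R. Conditions: 24 hr compound incubation, 37 deg C, 5% CO2.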
TDP43 rescue = qHTS of TDP-43 Inhibitors. TDP-43 expressing yeast growth rescue, BacTiter-Glo, 24 h. Potency, µM (top dose mostly 46.1 µM), for the others: at the top dose growth rescue (activation), actives largely listed as activators. 1.8% of 410,000 active. AID 652104, 2013; also: potency is read from the fitted curve at half-maximal effect; % of control where 0% means no effect; nearly all actives have a fitted effect of over 50% in size
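Luminescence from BacTiter-Glo reports growth of TDP-43-expressing yeast after 24 hr at 30 deg C with compound. Cells were raffinose-pregrown to mid-log, then seeded in galactose medium at OD600=0.02.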
PTHR1 ag = qHTS for PTHR1 Agonists: Primary Screen; 0.075% of 410,000 active; AID 743266, 2014; Parathyroid hormone/parathyroid hormone-related peptide receptor (Homo sapiens), Q03431; HEK293 GP2 PTHR1 cells, GloSensor cAMP luminescence, 1 h; Potency, µM (titrated, usually from 115 µM), without a hit: top-dose activation, hits mostly activators; also: potency is read from the fitted curve at half-maximal effect; nearly all actives have a fitted effect of over 55% in size; some results filed as inactive show a strong effect at the top dose; inactives centre near -15; many of its hits are not listed in these tables
Target sequence (Q03431 whole entry, looked up): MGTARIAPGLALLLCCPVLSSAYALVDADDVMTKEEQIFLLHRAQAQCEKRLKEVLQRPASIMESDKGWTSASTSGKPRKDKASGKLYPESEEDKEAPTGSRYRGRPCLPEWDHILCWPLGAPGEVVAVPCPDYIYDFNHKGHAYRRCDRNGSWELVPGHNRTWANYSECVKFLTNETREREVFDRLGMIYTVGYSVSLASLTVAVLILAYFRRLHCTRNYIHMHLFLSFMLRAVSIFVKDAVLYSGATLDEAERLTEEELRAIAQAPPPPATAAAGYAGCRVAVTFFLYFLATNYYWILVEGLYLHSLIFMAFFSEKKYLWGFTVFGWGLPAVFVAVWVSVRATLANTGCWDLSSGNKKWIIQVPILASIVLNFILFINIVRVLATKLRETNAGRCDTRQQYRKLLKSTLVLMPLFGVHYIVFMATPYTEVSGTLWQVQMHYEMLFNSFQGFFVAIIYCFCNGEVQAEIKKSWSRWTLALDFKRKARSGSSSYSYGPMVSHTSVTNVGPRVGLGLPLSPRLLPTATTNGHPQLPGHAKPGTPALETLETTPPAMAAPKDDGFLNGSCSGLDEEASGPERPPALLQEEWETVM
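HEK-293-derived GP2 cells expressing PTHR1 and a GloSensor cAMP reporter, 3,000/well, plated overnight, given luciferin plus IBMX (each 0.5 mM as added) for 1 h at 37 °C, then compound for 1 h at 37 °C. Luminescence was read after 15 min at room temperature.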
Active calls of the source: *; i = inactive; ? = inconclusive; . = no result given; & = joins results of further samples; [ ] = another dose, or the depositor's remark. Unless noted, calls follow the shape of the dose curve; as a rule, active = well fitted curve in the direction sought with a large enough effect; inconclusive = small, poorly fitted or top-dose-only effect, or another doubt; inactive = no such curve, though single readings can be large; an effect the other way counts as inactive or inconclusive. These rows are one share of the data; the hit share may differ from the screen's.

The opening 3 compounds (preview)
SMILES	FUS suppressor	DRD3 antagonist	GLP1R ag	aSyn rescue	pAkt inh	Abeta rescue	GLP1R inv ag	TDP43 rescue	PTHR1 ag
Cc1ccc(CNC(=O)C2CCN(S(=O)(=O)c3cnc[nH]3)CC2)cc1	-4%	10	-8%	-8%	i	15%	-8%	1%	-23%[57.5 µM]
CCC1=Nc2cc(C(=O)NCCN3CCOCC3)ccc2Sc2ccc(C)cc21	28%	-7	-1%	-2%	i	-8%	15%	-11%	i
CCOC(=O)c1[nH]c(=O)c2ccccc2c1O	-2%	20	2%	1%	i	-1%	0%	-3%	-15%[57.5 µM]

The whole of this part, from the first entry:
SMILES	FUS suppressor	DRD3 antagonist	GLP1R ag	aSyn rescue	pAkt inh	Abeta rescue	GLP1R inv ag	TDP43 rescue	PTHR1 ag
Cc1ccc(CNC(=O)C2CCN(S(=O)(=O)c3cnc[nH]3)CC2)cc1	-4%	10	-8%	-8%	i	15%	-8%	1%	-23%[57.5 µM]
CCC1=Nc2cc(C(=O)NCCN3CCOCC3)ccc2Sc2ccc(C)cc21	28%	-7	-1%	-2%	i	-8%	15%	-11%	i
CCOC(=O)c1[nH]c(=O)c2ccccc2c1O	-2%	20	2%	1%	i	-1%	0%	-3%	-15%[57.5 µM]
COC(=O)C1=C(C)N(c2ccc(OC)c(OC)c2)C(=O)/C1=C\c1cccs1	16%	-10	0%	2%	i	-2%	8%[7.66 µM]	-23%[9.22 µM]	i
Nc1ccc(CN2CCOCC2)cc1	-21%	-3	1%	1%	i	6%	14%	-2%	i
CC(=O)NC1C(OCc2cccc(Br)c2)OC(COC(C)=O)C(OC(C)=O)C1OC(C)=O (configuration not stated)	2%	-3	3%	-4%	i	-13%	-3%	-8%	-19%
CC1(C)CC(=O)C2=C(C1)Nc1[nH]n(-c3ccccc3)c(=O)c1C2c1ccc2c(c1)OCO2 (configuration not stated)	?	-24	4%	14%	i	1%	-8%	0%	-3%[57.5 µM]
O=C(C=Cc1cccnc1)c1ccccc1	.	2	-6%	8%	i	-15%	?	-5%	-1%
COc1ccc([C@H]2C[C@H](n3cc(COC(=O)c4ccccc4)nn3)[C@@H](O)CN2C(=O)c2cccs2)cc1	12%	-1	-5%	0%	i	7%	-8%	10%	i
COc1ccc(NC(=O)C2CCN(C(=O)c3cccs3)CC2)cc1	21%	10	0%	0%	i	-4%	14%	-1%	22%[57.5 µM]
Cc1ccc(C)c(Nc2nc3ccc(C)cc3n3cnnc23)c1	8%	3	11%	3%	i	-17%	29%	9%	i
Cc1cc(-c2nn3c(C)nnc3s2)ccc1NC(=O)C(C)(C)C	12%	-10	-9%	-1%	i	22%	2%	4%	-15%[57.5 µM]
COc1ccccc1-c1noc(-c2ccc(NC3CCCC3)c([N+](=O)[O-])c2)n1	-5%	.	.	.	.	2%	10%	22%	i
CSc1ccc(/C=N\Nc2nncn2N)cc1	-21%	-3	-5%	0%	i	-7%	?	5%	i
Cc1nn(C)cc1C(=O)Nc1cc(Oc2ccc(Cl)cc2)cc([N+](=O)[O-])c1	15%	8	-4%	2%	.	11%	8%	-3%	i
O=C(Cc1ccccc1Cl)Nc1cccc(S(=O)(=O)N2CCOCC2)c1	6%	6	-4%	0%	i	20%	-10%	6%	i
CC1CCN(S(=O)(=O)c2ccc3c(c2)N(CC(=O)N2CCN(c4ccc(Cl)cc4)CC2)C(=O)CO3)CC1	16%	.	-6%	-1%	.	-9%	-10%	19%	-1%
O=C(O)COc1ccc2c(c1)O/C(=C\c1cccs1)C2=O	7%	-27	0%	1%	i	-7%	6%	-11%	-3%
CCOc1ccc(CCNC(=O)CCS(=O)(=O)c2ccc(OC)cc2)cc1OCC	1%	11	2%	-8%	i	-3%	9%	15%	-4%
CSC(=NC#N)N1CCN(c2ccc(Cl)cc2)CC1	-2%	-7	-7%	2%	i	1%	5%	?	-12%
CN1CCC=C(C(=O)N2c3ccccc3Sc3ccc(Cl)cc32)C1	10%	-3	17%	12%	i	-2%	?	-10%	i
COc1cccc(COC(=O)Cc2ccc(S(=O)(=O)N3CCOCC3)s2)c1OC	35%	-1	-3%	-4%	i	-2%	-18%	18%	-34%[inhibitor]
COn1c(-c2ccccc2)nc2ccc(Cl)cc21	15%	31	9%	0%	i	-10%	0%	0%	-10%[57.5 µM]
CC(C)C(NS(=O)(=O)c1cccc2nsnc12)C(=O)Nc1nc2ccc(Cl)cc2s1 (configuration not stated)	0%	-20	-1%	1%	i	-2%	2%	19%	-17%
CN1CCN(C(=O)c2ccc(-c3cccs3)s2)CC1	2%	0	6%	-2%	i	?	-27%	-8%[1.82 µM]	-13%
COC(=O)c1ccc(/C=C/C(=O)OCC(=O)Nc2ncc(Cl)cc2Cl)cc1	?	3	6%	2%[1.84 µM]	i	-6%	16%	21%	-2%
CC1(C)c2[nH]c3ccccc3c2C[C@H]2C(=O)N(CCCCCO)CC(=O)N21	6%	-2	4%	0%	i	6%	-15%	-5%	i
Cc1ccccc1-c1cc(C(=O)NCc2ccc(OC(F)(F)F)cc2)n(CC2CC(c3cccnc3)=NO2)n1 (configuration not stated)	22µM*	0	2%	16%	i	4%	22µM*	?	-16%
O=C(Nc1nnc(SCC(=O)N2CCCCC2)s1)C1CCCCC1	21%	-22	9%	-6%	i	5%	5%	23%	5%
CCCCN1CCCCC1(C)C(=O)NCc1cccs1 (configuration not stated)	6%	7	0%	-3%	i	2%	-20%	8%	-8%
COCCNC(=O)C(c1ccc(C)o1)N(C(=O)c1snc(C(N)=O)c1N)c1cc(C)cc(C)c1 (configuration not stated)	38%	18	0%	2%	i	2%	-3%	-11%	-32%[inhibitor]
Cc1ccc(OCc2cc(C(=O)N3CCN(CC(=O)NC(C)C)CC3)no2)cn1	11%	18	4%	-1%	i	16%	-7%	15%	i
Cc1ccc(S(=O)(=O)NCCC(c2ccccc2)c2ccccc2)cc1C(=O)O	36%	-22	-1%	-1%	i	-13%	?	-21%	i
C/C(=N/NC(=O)c1ccoc1C)c1cccc(NC(=O)C2CC2)c1	10%	22	9%	1%	i	-5%	48%[activator]	12%	i
O=C(Nc1cccc([N+](=O)[O-])c1)c1cc(S(=O)(=O)Nc2ccccn2)ccc1Cl	17%	-10	0%	-11%	i	13%	17%	-12%	-5%
COc1ccc(NC2CC(=O)N(c3cccc(C)c3)C2=O)cc1 (configuration not stated)	35%	-10	-2%	-2%	.	-12%	2%	3%	-23%[57.5 µM]
Cc1ccc2nc(NCc3ccccc3)c(C=NCc3ccccc3)c(=O)n2c1	12%	18	19%	1%	i	4%	37%[activator]	-11%	-10%
COC(=O)/C=C1/SC(=NC(=O)c2ccccc2)NC1=O	32%	-18	-1%	-2%	i	?	5%	-18%	i
Nc1nn2c(-c3ccccc3)cc(=O)[nH]c2c1N=Nc1ccc(O)cc1	29%	-14	5%	2%	i	-4%	-15%	-8%	i
COC(=O)C(CCSC)NC(=O)c1cc2c(n(-c3ccc(C)cc3)c1=O)CCCC2=O (configuration not stated)	20%	-1	4%	0%	i	-6%	1%	-2%	i
O=C(NC1CCN(S(=O)(=O)c2ccc(Cl)c(F)c2)CC1)c1cccnc1	-21%	-3	6%	6%	i	-16%	?	-2%	-16%
COc1ccc(NS(=O)(=O)c2cc3c(cc2C)N(C(C)=O)CCO3)cc1	-11%&4%	0	13%	12%	i	1%&-20%	-15%&2%	-7%&-21%	3%
Cc1ccc2nc(C)cc(OCC(=O)O)c2c1	31%	8	2%	1%	i	5%	1%	23%	-19%
COCCCNC(=O)c1cc2c(=O)n(C)c3ccccc3c2n1C	-17%	8	8%	0%	i	-5%	-3%	12%	-11%
N#Cc1c(NC(=O)c2ccc(Br)o2)n(-c2ccccc2)c2nc3ccccc3nc12	-14%	14	-2%	3%	i	9%	11%	20%	17%
CCSc1nnc(CNC(=O)C23CC4CC(CC(C4)C2)C3)n1Cc1ccccc1	39%	-20	4%	-3%	i	13%	?	12%	-2%
COc1ccccc1OC(=O)c1ccc2nsnc2c1	18%	4	-13%	5%	i	12%	4%	10%	i
O=C1c2[nH]nc(-c3ccccc3O)c2C(c2ccc(F)cc2)N1CC1CCCO1 (configuration not stated)	9%	8	-5%	-1%	i	-4%	0%	13%	-22%
CC(C)CNc1ncnc2c1ncn2[C@H]1CN(Cc2ccc3c(c2)OCO3)C[C@@H](CO)O1	14%	22	0%	2%	i	-7%	22%	5%	i
O=C(NN1C(=O)c2ccccc2NC12CCCCC2)c1ccccc1	-40%[inhibitor]	4	3%	1%	i	-6%	0%	-3%	i
COc1cccc(/C=N/NC(=O)C(=O)NCc2cccnc2)c1O	.	-2	3%	-6%	i	4%	16%	-3%	i
CC(=O)Nc1nonc1-c1nnc(SCC(=O)Nc2ccc(F)cc2F)n1-c1ccccc1	17%	.	.	.	.	6%	-3%	8%[9.22 µM]	i
CCOc1ccc(-c2nc(N)ncc2-c2ccc(Cl)cc2)c(O)c1	-1%	2	12%	3%	i	-76%[inhibitor]	?	22µM*	-23%
Cc1csc(=O)n1CCC(=O)OCC(=O)NCc1ccc(Cl)cc1Cl	3%	15	2%	11%	i	4%	6%	8%	?
CC(=O)c1cccc(OCc2cc(C(=O)N(C)Cc3nccs3)no2)c1	17%	2	-2%	?	i	-2%	4%	22%	-20%
